Glyco luc inh – blocks N-linked glycosylation in D54 reporter cells; D54 ERlucT glycosylation luciferase reporter, 24 h; percent of 100 nM tunicamycin response; reporter increase, % at 12.5 µM; actives 0.23% (n = 360,000); AID 588692;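 active = mean luciferase reporter signal, scaled so untreated is 0 and the glycosylation-blocking control 100, at or above a set limit in every replicate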;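 note: luciferase carries N-glycosylation sites so blocking glycosylation raises the light; 0% = median of neutral control wells and 100% = median of 100 nM tunicamycin wells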
Exocytosis inh – lytic granule exocytosis inhibition. TALL-104 LAMP-1 surface exposure, flow cytometry; cells stimulated with thapsigargin and PMA. inhibition, % at 10 µM. actives 0.66% (n = 360,000). AID 651702;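 active = inhibition above about 55%, limit read from the data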
iPSC survival up – hiPSC single-cell survival enhancement; survival enhancement, % at 20 µM; AID 602274; ATPlite luminescence; 100% = ROCK inhibitor wells, 0% = DMSO; actives 0.044% (n = 360,000); in the data active = survival enhancement above about 18%;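 note: cells exposed to compounds for 16 hours before the ATP read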
ABCB6 inh MLPCN – inhibitors of human ABC transporter ABCB6 | K562-ABCB6 porphyrin accumulation, flow cytometry, 1 h; active compounds read low | fluorescence ratio to DMSO, % at 10 µM | actives 0.19% (n = 360,000);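 active = fluorescence ratio to DMSO below 75%, the collection mean minus 3 SD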;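 note: signal is porphyrin accumulated inside mitochondria; 100% equals median channel fluorescence of DMSO control wells; lower ratio means ABCB6 inhibition with less porphyrin fluorescence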
ABHD5 PLIN5 PPI – inhibitors of human ABHD5-perilipin-5 interaction; actives 0.78% (n = 360,000); inhibition, % at 4 µM; AID 602281; Split G. princeps luciferase complementation, luminescence, 4 h;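 active = inhibition above the mean inhibition across every tested compound plus 3 SD, cut at about 22% in these data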;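 note: 0% = DMSO only wells and the 100% control is not disclosed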
Cardio protect – myocardial damage modulation in H9c2 cells; H9c2 cardiomyocytes, H2O2 injury protection, ATPLite, 2 h; AID 588492; actives 0.63% (n = 360,000); protection from H2O2 cell death, % at 20 µM;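 active = compounds giving at least 50% protection of heart cells from peroxide-induced death in the single-dose screen, raw or plate-pattern-corrected value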;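 note: 0% = DMSO wells with peroxide and 100% = DMSO wells without peroxide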
HTR2A ag – activates the mouse 5-HT2A serotonin receptor. CHO-K1 mHTR2A beta-arrestin complementation, luminescence; percent of 30 µM serotonin response. activation, % at 7.6 µM. AID 624169. actives 0.66% (n = 360,000);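 active = activation above a run cutoff, the mean activation of all tested compounds plus 3 SD, cut at about 14% in these data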;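 note: 0% = plate median of compound wells and 100% = 30 µM serotonin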
Target sequence (P35363 whole entry, looked up): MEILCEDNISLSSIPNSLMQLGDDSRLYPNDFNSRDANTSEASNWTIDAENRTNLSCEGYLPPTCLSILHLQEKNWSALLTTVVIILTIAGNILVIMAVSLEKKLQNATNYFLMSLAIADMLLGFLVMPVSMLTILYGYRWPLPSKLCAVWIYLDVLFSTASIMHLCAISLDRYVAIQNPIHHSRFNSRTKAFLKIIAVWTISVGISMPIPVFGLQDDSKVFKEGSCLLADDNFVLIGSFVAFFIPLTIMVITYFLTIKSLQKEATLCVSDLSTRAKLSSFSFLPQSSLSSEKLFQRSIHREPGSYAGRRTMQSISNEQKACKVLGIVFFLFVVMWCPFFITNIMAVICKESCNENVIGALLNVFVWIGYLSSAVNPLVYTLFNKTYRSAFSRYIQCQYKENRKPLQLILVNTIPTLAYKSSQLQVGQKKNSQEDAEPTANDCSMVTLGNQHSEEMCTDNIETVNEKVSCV
MC4R antagonist – human MC4R antagonism in cAMP assay. P32245. MC4R-expressing cells, MTII-stimulated cAMP, LANCE TR-FRET. inhibition, % at 6.5 µM. actives 0.48% (n = 360,000);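 active = inhibition above its plate's cutoff, the mean of tested wells on that plate plus 3 SD, cut at about 29% in these data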;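 note: 0% = Melanotan II alone and 100% = Melanotan II plus saturating MCL0020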
Target sequence (P32245 whole entry, looked up): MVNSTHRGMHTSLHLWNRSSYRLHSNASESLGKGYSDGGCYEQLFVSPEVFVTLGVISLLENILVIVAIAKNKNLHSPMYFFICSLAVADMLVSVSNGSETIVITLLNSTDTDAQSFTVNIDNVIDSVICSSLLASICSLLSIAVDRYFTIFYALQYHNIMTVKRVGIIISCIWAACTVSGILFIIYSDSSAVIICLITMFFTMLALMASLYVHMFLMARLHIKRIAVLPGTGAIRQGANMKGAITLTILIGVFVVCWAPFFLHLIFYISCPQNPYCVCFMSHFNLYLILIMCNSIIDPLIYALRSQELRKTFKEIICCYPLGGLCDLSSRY
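Material: U2OS-MC4R stable cell line | Reagent: Melanotan II challenge after compound preincubation | Doses: One concentration, 6.5 µM nominal | Incubation: 30-min compound preincubation, 1-h Melanotan II challenge, 1-h detection, room temperature | Signal: TR-FRET cAMP assay | Replicates: One well per compound, no replicates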
MC4R ag barr – human MC4R agonism via beta-arrestin; activation, % at 8.9 µM; P32245; U2OS MC4R beta-arrestin complementation, luminescence; percent of melanotan II response, DMSO zero; actives 0.98% (n = 360,000);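 active = activation above a per-plate cutoff, the mean activation of sample wells on that plate plus 3 SD, cut at about 8% in these data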
aDG glyco act – increases alpha dystroglycan glycosylation; Pro5-aDG cells, alpha-DG glycosylation AlphaScreen (IIH6); 0% Pro5, 100% B10-LARGE cell signal; activation, % at 10 µM; actives 0.22% (n = 360,000); AID 624168;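 active = activation of at least 8% versus controls, or a plate z-score of at least 8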;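 note: Pro5 are CHO cells carrying HIG-tagged alpha-DG that lacks glycosylation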
* = called active by the depositor; x = no result given. Rows were taken by chance. Share with any hit: about 4.5%.

SMILES | Glyco luc inh | Exocytosis inh | iPSC survival up | ABCB6 inh MLPCN | ABHD5 PLIN5 PPI | Cardio protect | HTR2A ag | MC4R antagonist | MC4R ag barr | aDG glyco act
Cc1nc(-c2ccccn2)sc1C(=O)Nc1ccc(F)cc1 | 2.7 | -2.7 | -0.7 | 98.0 | -2.8 | 6.3 | -3.1 | -3.6 | -1.0 | -0.2
CCC1(CC)NC(=O)N(CC(=O)OCC(=O)Nc2ccccc2[N+](=O)[O-])C1=O | -0.2 | -0.3 | -0.3 | 92.0 | 0.0 | 70.1* | -0.8 | 12.8 | 0.4 | -0.3
COc1cccc(NC(=O)Nc2nnc(CC(=O)NCc3ccccc3)s2)c1 | -6.6 | -1.4 | 0.2 | 106.0 | 0.7 | 2.6 | 4.3 | 6.9 | 0.6 | -0.1
Cc1cccc(NC(=O)CN2CCc3cc4c(cc3C2)OCCCO4)c1 | 0.7 | -1.5 | -0.4 | 102.0 | -14.9 | -4.4 | -7.3 | 3.9 | -2.4 | 0.2
CC1CCN(CC(O)CN2c3ccccc3Sc3ccccc32)CC1 (stereo not drawn) | -1.0 | 1.2 | -0.6 | 96.0 | 6.8 | -1.2 | -7.0 | 6.8 | 5.1 | 0.1
CN(C)S(=O)(=O)c1ccc(C(=O)NCCOc2ccc(F)cc2)cc1 | 0.0 | -3.1 | 1.3 | 92.0 | 2.5 | -1.1 | -4.3 | 13.7 | -0.4 | -0.1
O=[N+]([O-])c1ccc2c(c1)C(N1CCN(CCO)CC1)Cc1ccc(F)cc1S2 (stereo not drawn) | -3.7 | 16.1 | -1.1 | 108.0 | 8.2 | 41.0 | -4.8 | x | x | 0.1
COc1cc(C2c3c([nH]c(=O)[nH]c3=O)Nc3ccc4ccccc4c32)ccc1O (stereo not drawn) | -1.5 | -0.8 | -0.7 | 101.0 | 8.7 | -0.2 | -3.6 | 0.0 | 1.2 | -0.2
CC(C)=CCC[C@H](C)C[C@@H]1CC2=C(C(=O)OC(C)(C)O2)[C@@H](c2ccc(F)cc2)O1 | x | -0.2 | -0.4 | 98.0 | -5.0 | x | 3.4 | x | x | -0.1
CCOC(=O)c1ccccc1NC(=O)Cn1cnc2c(cnn2-c2ccccc2)c1=O | -0.3 | -0.6 | -1.6 | 100.0 | 2.2 | 17.0 | -1.0 | 7.2 | -1.3 | 0.1
COc1ccc(C(C#N)N2N=C(C)CC2(C)C)cc1 (stereo not drawn) | 0.1 | -2.3 | -1.5 | 89.0 | -3.5 | 10.7 | -4.3 | 1.9 | -2.0 | -0.1
O=C(NNC(=O)c1ccccc1OCc1ccc(F)cc1)c1ccncc1 | 1.1 | 9.3 | 1.7 | 100.0 | -0.5 | 4.0 | -0.2 | 16.7 | -1.9 | -0.2
Cn1cnnc1SCC(=O)c1ccc2c(c1)CCCC2 | -2.7 | -1.1 | 2.6 | 95.0 | 2.0 | -0.2 | -3.9 | -3.8 | -1.0 | -0.1
Cc1ccc(C(=O)N/C(=C\c2ccco2)C(=O)N2CC(C)OC(C)C2)cc1C (stereo not drawn) | 2.2 | 0.9 | 0.5 | 100.0 | -0.6 | 0.6 | -6.2 | 19.3 | -0.5 | -0.2
Cc1cccc(OCCC(=O)Nc2ccc(S(=O)(=O)N3CCCC3)cc2)c1 | -3.1 | -1.4 | -0.2 | 98.0 | -19.4 | -7.4 | -3.7 | 4.1 | 0.9 | 0.1

Overlap with the part before: seven entries, then new ones.
SMILES | Glyco luc inh | Exocytosis inh | iPSC survival up | ABCB6 inh MLPCN | ABHD5 PLIN5 PPI | Cardio protect | HTR2A ag | MC4R antagonist | MC4R ag barr | aDG glyco act
CC(C)=CCC[C@H](C)C[C@@H]1CC2=C(C(=O)OC(C)(C)O2)[C@@H](c2ccc(F)cc2)O1 | x | -0.2 | -0.4 | 98.0 | -5.0 | x | 3.4 | x | x | -0.1
CCOC(=O)c1ccccc1NC(=O)Cn1cnc2c(cnn2-c2ccccc2)c1=O | -0.3 | -0.6 | -1.6 | 100.0 | 2.2 | 17.0 | -1.0 | 7.2 | -1.3 | 0.1
COc1ccc(C(C#N)N2N=C(C)CC2(C)C)cc1 (stereo not drawn) | 0.1 | -2.3 | -1.5 | 89.0 | -3.5 | 10.7 | -4.3 | 1.9 | -2.0 | -0.1
O=C(NNC(=O)c1ccccc1OCc1ccc(F)cc1)c1ccncc1 | 1.1 | 9.3 | 1.7 | 100.0 | -0.5 | 4.0 | -0.2 | 16.7 | -1.9 | -0.2
Cn1cnnc1SCC(=O)c1ccc2c(c1)CCCC2 | -2.7 | -1.1 | 2.6 | 95.0 | 2.0 | -0.2 | -3.9 | -3.8 | -1.0 | -0.1
Cc1ccc(C(=O)N/C(=C\c2ccco2)C(=O)N2CC(C)OC(C)C2)cc1C (stereo not drawn) | 2.2 | 0.9 | 0.5 | 100.0 | -0.6 | 0.6 | -6.2 | 19.3 | -0.5 | -0.2
Cc1cccc(OCCC(=O)Nc2ccc(S(=O)(=O)N3CCCC3)cc2)c1 | -3.1 | -1.4 | -0.2 | 98.0 | -19.4 | -7.4 | -3.7 | 4.1 | 0.9 | 0.1
COc1ccc2c(c1)OC[C@H]1[C@H]2N2C(=O)CN(CC3CCCO3)C(=O)[C@@]2(C)[C@H]1c1ccccc1 (stereo partly drawn) | 2.5 | 30.5 | -1.7 | 94.0 | -2.0 | -2.2 | 2.7 | 8.3 | -0.6 | 0.1
O=C(NCCN1CCOCC1)c1ccc(=O)oc1 | 0.5 | 0.9 | -2.3 | 102.0 | -0.5 | 1.3 | -1.1 | 3.4 | -1.3 | 0.0
C/C=C/C(=O)N1CC2(CC(c3cccc(NC(=O)/C(C)=C/C)c3)=NO2)C[C@H]1C(N)=O (stereo partly drawn) | -0.4 | -4.5 | -1.3 | 82.0 | -3.1 | -3.0 | -0.2 | 2.1 | -2.5 | 0.1
CCCCNC(=O)CCCCCn1c(=O)[nH]c2cc(C(=O)OC)ccc2c1=O | 0.2 | -2.1 | -0.5 | 92.0 | 9.2 | 0.7 | 4.5 | -2.9 | 3.2 | 0.8
Cc1ccnc(N2C(=O)c3ccc([N+](=O)[O-])cc3C2=O)c1 | 2.1 | -3.4 | -0.1 | 101.0 | -4.4 | 1.4 | -1.8 | 5.3 | -1.2 | -0.1
CCN(c1ccccc1)S(=O)(=O)c1ccc(Cl)c(NC(=O)CNCc2ccccc2OC)c1 | -5.0 | -24.5 | 1.9 | 99.0 | -1.8 | -8.5 | 6.7 | -5.6 | -1.0 | 0.3
O=C1CC(SC(=NCc2ccc3c(c2)OCO3)Nc2ccccc2)C(=O)N1c1ccccc1 (stereo not drawn) | -3.0 | -5.4 | 9.1 | 110.0 | 0.1 | -12.5 | 4.1 | 5.2 | 21.4* | 0.0
COc1cccc(C(=O)Nn2cnnc2)c1OC | -0.2 | -1.9 | -0.5 | 99.0 | -6.5 | 1.5 | -1.4 | 2.6 | -1.0 | -0.1
COc1cc(S(=O)(=O)N(C)Cc2ccc3c(c2)OCCO3)ccc1NC(C)=O | 0.0 | -3.4 | -4.0 | 97.0 | 9.9 | -8.6 | 6.4 | 2.3 | -1.5 | 0.6
CCn1c2ccccc2c2cc(CNCc3ccc(OC)cc3OC)ccc21 | 0.5 | 43.5 | -0.7 | 100.0 | 19.0 | -23.3 | -3.5 | 1.6 | 41.2* | 5.6
CC(C)(C)NC(=O)C1CC(=O)N(CCc2ccc(F)cc2)C1 (stereo not drawn) | 0.7 | -2.1 | 0.8 | 97.0 | -11.5 | 1.6 | 1.6 | 7.8 | -1.8 | 0.0
CC(=O)C1=CCC(c2cccc(Cl)c2)N(S(=O)(=O)c2ccc(C)cc2)C1 (stereo not drawn) | 0.7 | 39.6 | 0.9 | 98.0 | 8.2 | -2.1 | -5.0 | x | x | 0.5
O=C(N/N=C/c1ccco1)c1csc2c1CCCC2 | -1.2 | 2.5 | 0.0 | 100.0 | -5.8 | -7.8 | -5.2 | -5.1 | -0.5 | -0.2
CCN(CC)C(=O)c1[nH]cnc1C(=O)Nc1ccc(Cl)cc1 | 0.7 | 8.2 | 3.7 | 99.0 | -1.8 | -1.9 | 2.2 | -1.5 | 2.0 | 0.4
CC(C)C(C(=O)NC1CCCC1)N(CC1CCCO1)C(=O)CNS(=O)(=O)c1ccc(F)cc1 (stereo not drawn) | -1.7 | 3.3 | 3.1 | 96.0 | 2.8 | -6.0 | 0.4 | 0.1 | -0.7 | 0.0

2 compounds from above with just ABCB6 inh MLPCN, HTR2A ag and Glyco luc inh.
compound	ABCB6 inh MLPCN	HTR2A ag	Glyco luc inh
CCCCNC(=O)CCCCCn1c(=O)[nH]c2cc(C(=O)OC)ccc2c1=O	92.0	4.5	0.2
Cc1ccnc(N2C(=O)c3ccc([N+](=O)[O-])cc3C2=O)c1	101.0	-1.8	2.1

(continued)
SMILES | Glyco luc inh | Exocytosis inh | iPSC survival up | ABCB6 inh MLPCN | ABHD5 PLIN5 PPI | Cardio protect | HTR2A ag | MC4R antagonist | MC4R ag barr | aDG glyco act
COc1ccc2nc(NC(=O)C3CCCN(S(=O)(=O)c4cccc5nonc45)C3)sc2c1 (stereo not drawn) | -2.6 | -3.2 | 0.6 | 96.0 | 4.0 | 2.3 | 5.3 | 13.3 | 0.2 | -0.3
C[C@H](CO)N1C[C@H](C)[C@@H](CN(C)S(C)(=O)=O)Oc2ccc(NC(=O)Cn3cnnn3)cc2C1=O | 1.6 | -3.2 | -0.3 | 106.0 | -1.7 | 6.9 | -0.3 | 5.1 | 0.2 | -0.1
CC(CCc1ccco1)NC(=O)CSc1cc(=O)n(C)c2ccccc12 (stereo not drawn) | 0.4 | -1.7 | 1.6 | 95.0 | 2.5 | 16.2 | -1.8 | 1.1 | 0.8 | 0.0
COC(=O)C1C(=O)c2c(C)noc2CC1(C)C (stereo not drawn) | 0.7 | -1.6 | 0.4 | 95.0 | -2.5 | 3.0 | 0.0 | 5.0 | -1.7 | 0.1
CCCc1nc2scc(-c3ccc(C)cc3)c2c(=O)n1N | -1.6 | 0.3 | -1.0 | 94.0 | -3.0 | -30.5 | -0.1 | 12.2 | -1.5 | 2.5
COc1ccc(CCNC(=O)c2ccc(CSc3ccccc3)o2)cc1 | -4.7 | 22.6 | -0.5 | 97.0 | 2.7 | 7.7 | -5.7 | 0.4 | -0.6 | 0.9
COc1ccc(C(=O)Cn2c(Br)nc3c2c(=O)n(C)c(=O)n3C)cc1OC | 0.9 | 1.1 | 1.1 | 89.0 | 0.4 | 0.5 | 2.2 | 12.2 | -0.7 | 0.4
O=C(Nc1nc2ccccc2c(=O)[nH]1)c1ccccc1SCc1ccccc1 | -2.1 | -1.8 | 0.0 | 83.0 | 2.9 | 13.1 | 1.5 | -2.8 | 0.0 | 1.3
COc1cccc(NC(=O)C2CCC(CNS(=O)(=O)c3cccs3)CC2)c1 (stereo not drawn) | -1.5 | -0.5 | 0.3 | 98.0 | -12.1 | 0.2 | 1.8 | -1.2 | -1.1 | 0.1
Cc1ccc(CC(=O)Nc2ccc(S(=O)(=O)Nc3nccc(C)n3)cc2)cc1 | -0.6 | -8.7 | -0.3 | 102.0 | 7.3 | -6.3 | 3.5 | 12.0 | 1.8 | 0.9

Screens deposited in PubChem BioAssay by several laboratories.
